Screening data as filed in PubChem.
bIAP activator – increases bovine intestinal alkaline phosphatase activity | purified bovine IAP, CDP-star luminescence, 30 min; stronger effect = higher value; fold of DMSO-control signal, blank-subtracted | activation factor at 20 µM | 200,000 compounds, 0.17% hits;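 active means activation factor of 2 or more at 20 µM, a signal rise over negative controls twice the positive control's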
TNAP inh hi DEA – inhibitors of human TNAP at high phosphate acceptor concentration; P05186; purified TNAP, CDP-star luminescence, 1 M DEA; inhibition, % at 20 µM; 200,000 compounds, 0.03% hits; AID 1135;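 active means over 50% inhibition of tissue-nonspecific alkaline phosphatase at 20 µM in the single-dose screen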;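 further: plate controls were DMSO wells for no effect and EDTA-quenched wells as full inhibition for full effect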
Target sequence (P05186 whole entry, looked up): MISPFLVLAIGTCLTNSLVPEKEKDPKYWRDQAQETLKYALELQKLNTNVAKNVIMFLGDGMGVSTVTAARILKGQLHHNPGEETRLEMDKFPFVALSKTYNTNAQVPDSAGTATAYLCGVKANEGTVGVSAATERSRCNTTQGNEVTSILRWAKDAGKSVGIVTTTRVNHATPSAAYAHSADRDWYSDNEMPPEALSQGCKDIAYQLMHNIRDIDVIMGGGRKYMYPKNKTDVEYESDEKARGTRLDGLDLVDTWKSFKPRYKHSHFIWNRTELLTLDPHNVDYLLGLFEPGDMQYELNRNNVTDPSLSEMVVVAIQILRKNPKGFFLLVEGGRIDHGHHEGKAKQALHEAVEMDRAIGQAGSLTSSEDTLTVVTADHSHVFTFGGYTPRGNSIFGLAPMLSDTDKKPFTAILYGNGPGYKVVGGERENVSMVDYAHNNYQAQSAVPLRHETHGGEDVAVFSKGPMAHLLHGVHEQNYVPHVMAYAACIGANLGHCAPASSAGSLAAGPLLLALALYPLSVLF
TNAP act hi DEA – activators of human TNAP at high phosphate acceptor concentration; purified TNAP, CDP-star luminescence, 1 M DEA, 30 min; stronger effect = higher value; 0 = EDTA background, 1 = DMSO-only activity; P05186; activation factor at 20 µM; AID 1136; 200,000 tested, under 10 active;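 active means activation factor at least 2 at 20 µM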
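Control set: EDTA negative control, DMSO positive control / Assay system: human TNAP / Quantity: TNAP 1/800 final / Evaluation: TNAP activation factor scaled between EDTA and DMSO control wells / Measured by: luminescent substrate turnover signal / Compound dosing: one dose, 20 µM / Times: 30 min enzyme reaction at room temperature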
TNAP inh no acc – inhibitors of human TNAP without phosphate acceptor. P05186. purified TNAP, CDP-star luminescence, 30 min. inhibition, % at 20 µM. 200,000 compounds, 0.26% hits. AID 1012;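 active means tissue-nonspecific alkaline phosphatase inhibition above about 50% at 20 µM in the single-dose screen, limit read from the data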;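 further: 0% = DMSO negative control and 100% = EDTA positive control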
bIAP inh – intestinal alkaline phosphatase (bovine) inhibition; 190,000 tested, under 10 active; purified bovine IAP, CDP-star luminescence, 30 min; inhibition, % at 20 µM; AID 1019;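 active means over 50% inhibition of intestinal alkaline phosphatase at 20 µM in the single-dose screen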
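System: purified bovine intestinal alkaline phosphatase (IAP) enzyme; Input: IAP diluted 1/65,000,000 in the well; Measured by: CDP-star luminescence signal; Compound dosing: 20 µM single dose; Incubation: 30 min reaction at room temperature.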
Diaph inh CS – diaphorase inhibition or chemical oxidation counter-screen. diaphorase resazurin-to-resorufin fluorescence, NADH, 16 min; bacterial (C. kluyveri) enzyme, not human. inhibition, % at 20 µM. 190,000 compounds, 0.69% hits;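 active means primary screen inhibition at 20 µM above a set limit, cut at about 50% in these data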;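 further: plate controls were DMSO with full reaction for no effect and wells lacking NADH for full effect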
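Test system: Clostridium kluyveri diaphorase enzyme / Quantity: diaphorase at 0.14 U/mL in enzyme working solution / Incubation: 16-min room-temperature incubation before reading / Benchmarks: NADH-free wells as positive control, DMSO-only neutral wells / Signal: resorufin fluorescence 544/590 nm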
PMI act satM6P – PMI (human) activation, high substrate; coupled PMI enzyme assay, resazurin fluorescence, 20 min; stronger effect = higher value; 1 = untreated enzyme, 0 = substrate-free blank; activation factor at 20 µM; 190,000 compounds, 0.34% hits;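 active means activation factor of 2 or more at 20 µM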
Target sequence (P34949 whole entry, looked up): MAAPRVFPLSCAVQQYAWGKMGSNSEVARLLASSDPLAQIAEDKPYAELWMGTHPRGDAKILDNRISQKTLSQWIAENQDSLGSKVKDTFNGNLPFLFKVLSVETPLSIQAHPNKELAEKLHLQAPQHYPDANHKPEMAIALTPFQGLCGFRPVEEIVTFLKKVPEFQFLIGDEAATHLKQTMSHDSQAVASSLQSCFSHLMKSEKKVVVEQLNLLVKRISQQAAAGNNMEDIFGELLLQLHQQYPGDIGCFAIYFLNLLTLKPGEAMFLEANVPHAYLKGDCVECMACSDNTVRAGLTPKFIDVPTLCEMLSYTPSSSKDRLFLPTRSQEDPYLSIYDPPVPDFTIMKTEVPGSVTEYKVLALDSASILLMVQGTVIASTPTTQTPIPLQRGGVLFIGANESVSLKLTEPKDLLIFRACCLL
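assay system = human phosphomannose isomerase with PGI, G6PDH, diaphorase coupling enzymes | quantity = 15 ng/mL PMI | incubation = enzyme reaction with compound 20 min at room temperature | medium = HEPES pH 7.4 buffer with MgCl2 and Tween-20 | compound dosing = one concentration, 20 µM, in 1% DMSO | measured by = Diaphorase-driven resazurin-to-resorufin fluorescence, excitation 544, emission 590 nm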
PMI act – increases human mannose-6-phosphate isomerase activity; P34949; purified human PMI, coupled resazurin fluorescence, 20 min; stronger effect = higher value; 1 = vehicle control, 0 substrate-free wells; activation factor at 20 µM; 190,000 compounds, 0.005% hits; AID 1214;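 active means activation factor of 2 or more at 20 µM, relative to plate controls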
Lmaj promast – Leishmania major promastigote growth inhibition; Leishmania major promastigotes, resazurin fluorescence viability; inhibition, % at 10 µM; 200,000 compounds, 9% hits; AID 1063; in the data active means inhibition above about 50%;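 further: promastigotes grown with compound for 44 hours at 28 °C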
Diaphorase act – activates diaphorase or chemically reduces, flagging diaphorase assay artifacts; activation factor at 20 µM; Diaphorase/resazurin coupled assay, resorufin fluorescence, 16 min; stronger effect = higher value; 1 = vehicle wells, 0 = NADH-free wells; 190,000 compounds, 0.005% hits;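 active means diaphorase activity raised at least twofold by the compound at 20 µM; inactive means activation factor below 2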
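Material: bacterial diaphorase enzyme (C. kluyveri); amount: enzyme 0.07 U/mL final; reagent: NADH substrate 0.114 mM plus resazurin dye 0.1 mM, final; doses: single compound dose of 20 µM, 1% DMSO final; timing: 16 min enzyme reaction, ambient temperature; measured by: fluorescence of resorufin, 544 nm excitation, 590 nm emission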
* hit, by the source's call; x = not tested or not shown.

SMILES	bIAP activator	TNAP inh hi DEA	TNAP act hi DEA	TNAP inh no acc	bIAP inh	Diaph inh CS	PMI act satM6P	PMI act	Lmaj promast	Diaphorase act
COc1cccc(N(CC(=O)N/N=C(\C)c2cccs2)S(C)(=O)=O)c1	1	-3	1	-8	-4	5	1	1	49	1
CCOc1ccc2nc(-c3cc(NC(C)=O)ccc3O)sc2c1	1	-10	1.1	-27	-2	0	0.8	0.9	-6	1
COc1ccc(C(=O)N2CCN(c3ccc([N+](=O)[O-])c(NCCc4ccc(OC)c(OC)c4)c3)CC2)cc1	1.1	12	0.9	8	-10	16	0.9	0.9	14	0.8
CC(=O)Nc1ccc(NC(=O)CCCSc2nc3ccccc3s2)cc1	1.1	-4	1	-10	-14	-2	1	1	6	1
O=C(O)c1ccccc1C(=O)Nc1ccc(Oc2cccc3ccccc23)cc1	1.1	-2	1	-4	-5	19	0.8	0.8	-6	0.8
Cc1ccc(C)c(NS(=O)(=O)c2cc(Br)cnc2N)c1	0.9	-1	1	-6	6	10	1	1	30	0.9
CCOC(=O)C1=C(C)N=C2c3ccccc3C(=O)C2C1c1ccc(Br)cc1 (configuration not stated)	1	19	0.8	12	-3	15	0.9	0.9	99*	0.8
CC1Cc2ccccc2N1CC(=O)NC(c1ccccc1)c1ccccc1 (configuration not stated)	0.6	-4	1	-9	43	14	0.9	0.8	-3	0.9
C=C(C)CSc1cc(C)c(C#N)c2nc3ccccc3n12	0.9	2	1	-7	7	46	1.5	1.1	7	0.5
Cc1oc(C(=O)O)cc1CSc1nnc(-c2ccccc2)n1C	0.9	-6	1.1	-16	12	8	1.1	1	-6	0.9
Cc1ccc(NC(=O)CSc2ccc(-c3ccco3)nn2)cc1	1	1	1	-3	3	14	1.1	1.1	12	0.9
O=C(Oc1ccccc1)c1ccc(NC(=O)c2ccco2)cc1	1	2	1	-8	-1	12	0.9	0.9	-11	0.9
CCc1ccc(NC(=S)Nc2ccc3cn[nH]c3c2)cc1	1	-4	1	-12	2	23	0.5	0.9	12	0.8
Nc1nc(CN2CCN(c3ccccn3)CC2)nc(Nc2ccc(Cl)cc2)n1	1	-5	1.1	-4	-3	21	0.9	1	14	0.8
COCCNC(=O)c1ccc(-n2c(SCc3cc(F)ccc3F)nc3ccccc3c2=O)cc1	1	-3	1	-5	-1	1	1.1	1.1	-2	1
N#CCC(=O)N1CCN(C=O)CC1	1	-4	1	4	3	9	1.1	1	-6	0.9
CS(=O)(=O)N(CC(=O)Nc1c(F)cccc1F)c1cccc([N+](=O)[O-])c1	0.9	-2	1	-7	8	3	1.1	1	-3	1
Nc1c(C(=O)N2CCCCC2)sc(=S)n1-c1ccccc1	1	-2	1	-9	4	-3	1	0.4	-6	1
CCc1ccccc1NC(=S)NCCSc1ccc(Cl)cc1	0.5	-9	1.1	-13	x	-2	1.1	1	31	1
O=C(CSC1CC(=O)N(c2ccc(C(=O)O)cc2)C1=O)Nc1ccc2ccccc2c1 (configuration not stated)	0.9	-2	1	-10	11	4	1.1	0.9	-7	1
COc1cc(OC)c(C2=NOC(C(=O)NCc3cccs3)C2)cc1Cl (configuration not stated)	1.2	-6	1.1	-16	-15	25	0.9	0.9	-1	0.7
COC(=O)c1ccc(CSc2nc3ccc(C)cc3[nH]2)o1	1.3	-8	1.1	-8	-27	8	1	1	87*	0.9
CC(=O)N1CCc2cc(S(=O)(=O)NC(Cc3ccccc3)C(=O)NCCN3CCCCC3C)ccc21 (configuration not stated)	1.2	-2	1	0	-21	-6	1	1.1	-4	1.1
CC(=O)c1cccc(NC(=S)NC(=O)c2ccccc2Cl)c1	1	-1	1	5	2	14	1	0.9	-1	0.9
O=C(Nc1ccc(Oc2ccc3c(c2)C(=O)N(c2ccc(O)cc2)C3=O)cc1)c1cccs1	0.5	-1	1	-13	46	9	1	0.8	-3	0.9
COCCNC(=O)/C(C#N)=C/C=C/c1ccccc1[N+](=O)[O-]	1.1	-6	1.1	-12	-9	11	0.9	0.9	81*	0.9
CC(=O)N(C)C1(c2nnnn2CCOC(=O)Nc2ccc(Cl)cc2)CCCCC1	0.9	-6	1.1	-17	14	18	0.9	0.9	-7	0.8
Cc1cc(C(=O)CCl)c(C)n1CCc1ccccc1	1.2	-1	1	-6	-21	3	1.2	1.4	100*	1
O=C(COc1ccccc1[N+](=O)[O-])Nc1ccc(CN2CCOCC2)cc1	1.3	-3	1	-8	-26	-11	1	1	-2	1.1
CN1C(=O)N(C)C2(c3ccccc3)Nn3c(s/c(=C/c4ccco4)c3=O)=NC12c1ccccc1 (configuration not stated)	1.1	-1	1	-4	-9	27	1.2	0.9	29	0.7
Cn1cc([N+](=O)[O-])c(C(=O)NNC(=O)c2ccc([N+](=O)[O-])cc2Cl)n1	1.2	0	1	-9	-21	1	1.1	1.1	1	1
CCOC(=O)C(=NCCCN(C)C)NNc1cc(C(F)(F)F)ccc1Cl	1	-2	1	-10	5	16	0.9	1.2	14	0.8
O=C(Nc1ccccc1)Nc1ccc(Br)c(Cl)c1	1	-3	1	-12	0	12	1.1	1.1	48	0.9
CCCCn1c(SCC(=O)NCCOC)nc2ccc(N3CCOCC3)cc2c1=O	1.2	0	1	-8	-18	29	0.7	1	-4	0.7
Cc1ccc(-c2nnc(SCC(=O)Nc3cccc(C(=O)N4CCOCC4)c3)n2C)cc1	0.4	1	1	-13	x	5	1	1.1	41	0.9
Cc1cc(O)c(/C=N/Nc2ccccc2Cl)c(=O)o1	0.9	-3	1	-12	6	25	2.2*	1.4	8	0.8
CC(=O)N1CCc2cc(Br)cc(S(=O)(=O)N3CCc4ccccc43)c21	1	-2	1	11	2	20	0.9	0.9	17	0.8
O=C1N(Cc2ccc(F)cc2)CCN1c1ccc(F)cc1	0.8	-2	1	-5	20	11	1	0.9	6	0.9
Cc1cc(SCC(=O)Nc2cccnc2Cl)nc2ccccc12	1	3	1	-5	2	7	1	1	19	0.9
CSc1nc(-c2ccc(Cl)cc2)nn1C(=O)c1ccccc1	0.9	1	1	43	12	10	1	1	-4	0.9
c1ccc2c(-c3nc4ncccc4o3)cccc2c1	0.8	-3	1	-12	25	13	0.9	1	5	0.9
CCOC(=O)CSc1nc2cc3c(cc2cc1CC)OCCO3	0.9	-2	1	-11	6	20	0.7	0.8	0	0.8
O=C(c1ccc(Cn2c(=O)[nH]c3ccccc3c2=O)cc1)N1CCN(c2ccccn2)CC1	0.9	-3	1	-10	9	21	0.9	1	44	0.8
CCOc1cc(S(=O)(=O)N2CCCCC2)ccc1F	0.9	-9	1.1	-6	9	-6	1.1	1.1	1	1.1
Cc1cccc(OCCOC(=O)C2CCN(S(=O)(=O)c3cccs3)CC2)c1	1	4	1	-6	2	10	0.9	1	-4	0.9
O=C(NCCCN1CCOCC1)c1ccc(NC(=O)C2COc3ccccc3O2)cc1 (configuration not stated)	1	-6	1.1	-11	3	4	1.1	1	0	1
O=c1c2cnn(-c3ccccc3Cl)c2ncn1Cc1cccnc1	0.9	-6	1.1	-7	6	0	1	1	0	1
COc1ccc(Nc2nc3c(C)cccc3cc2C#N)cc1	0.9	-1	1	-11	7	6	1	1	-6	0.9

Of the compounds above, 4 have bromine.
SMILES	bIAP activator	TNAP inh hi DEA	TNAP act hi DEA	TNAP inh no acc	bIAP inh	Diaph inh CS	PMI act satM6P	PMI act	Lmaj promast	Diaphorase act
Cc1ccc(C)c(NS(=O)(=O)c2cc(Br)cnc2N)c1	0.9	-1	1	-6	6	10	1	1	30	0.9
CCOC(=O)C1=C(C)N=C2c3ccccc3C(=O)C2C1c1ccc(Br)cc1 (configuration not stated)	1	19	0.8	12	-3	15	0.9	0.9	99*	0.8
O=C(Nc1ccccc1)Nc1ccc(Br)c(Cl)c1	1	-3	1	-12	0	12	1.1	1.1	48	0.9
CC(=O)N1CCc2cc(Br)cc(S(=O)(=O)N3CCc4ccccc43)c21	1	-2	1	11	2	20	0.9	0.9	17	0.8

The listing continues.
SMILES	bIAP activator	TNAP inh hi DEA	TNAP act hi DEA	TNAP inh no acc	bIAP inh	Diaph inh CS	PMI act satM6P	PMI act	Lmaj promast	Diaphorase act
COc1cccc(-n2nnnc2SCC(=O)Nc2cccc(C)n2)c1	0.9	-4	1	-10	14	11	1	1	4	0.9
COC(=O)CN1C(=O)Nc2ccc(C)cc2C1c1ccccc1 (configuration not stated)	1	1	1	-1	-5	2	1	0.9	-1	1
Cc1cccc(N(CC(=O)NCCSCc2ccccc2)S(C)(=O)=O)c1C	1	-5	1	-12	1	7	1	1.1	4	0.9
CCc1ccc(OCC(O)CNC(C)(C)C)cc1 (configuration not stated)	0.9	-6	1.1	0	10	6	1.1	1.1	20	0.9
CC(c1nnc(SCC(=O)Nc2ccc3[nH]c(=O)[nH]c3c2)n1Cc1ccccc1)N(C)C (configuration not stated)	1	-10	1.1	-11	2	24	0.9	1	-4	0.8
CCC(=Nc1ccccc1)C1=C(O)CC(C)(C)CC1=O	0.9	-2	1	-10	8	14	1	1	-7	0.9
O=C1C=C(NCc2ccccc2)CCC1	0.4	2	1	-8	x	7	0.9	0.9	-6	0.9
Cc1cc(C)c2c(n1)nn1c(NCCN3CCOCC3)cc(C)nc21	1.7	-7	1.1	-28	-72	13	1	1	-3	0.9
CCOC(=O)CN1C(=O)C(O)(CC(=O)c2ccc3c(c2)CCCC3)c2ccccc21 (configuration not stated)	0.9	1	1	4	13	18	0.8	1	2	0.8
CCOC(=O)c1c(CSc2ccc(C)cc2)oc2ccc(O)cc12	1	1	1	-9	2	29	0.8	0.7	45	0.7
O=C(COc1ccccc1Cl)NCc1ccco1	0.9	1	1	-8	9	23	0.9	0.9	-3	0.8
CCCCC1C2=C(CCCC2=O)OC2=C1C(=O)CCC2	0.8	3	1	-6	24	1	1	1	-3	1
O=C(NCC(c1cccnc1)N1CCN(c2ccccc2F)CC1)C1CCCCC1 (configuration not stated)	1.1	-1	1	-12	-10	6	1.1	1	71*	0.9
CCCCCCn1cnc2c(oc3nc4c(cc32)CCCC4)c1=O	0.8	-1	1	-5	24	8	0.9	0.9	1	0.9
